RMI-FANCM inh: blocks RMI1/RMI2 complex binding to FANCM MM2 peptide. Fluorescence polarization, RMI core complex with F-MM2 peptide; active compounds read low. FP signal (polarization) at 33 µM. 0.58% of 70,000 active. AID 1159607; in the data active = FP signal below about 40; also: inactives centre near 61; strong numbers were not always called active; unit not given here
Active calls of the source: *; & = joins results of further samples. A portion of the library; count on the stated rates, not on these rows.

SMILES	RMI-FANCM inh
N#CCCN1CCCN(CCC#N)CCN(CCC#N)CCCN(CCC#N)CC1	59
CC1CCc2c(sc(NC(=O)C3CCCN(S(C)(=O)=O)C3)c2C(N)=O)C1 (stereo unspecified)	74
COc1cccc(-c2csc(-n3nc(C)cc3NC(=O)c3ccccc3Cl)n2)c1	72
O=C(O)c1ccc2ncsc2c1	69
O=C(CSc1ncnc2scc(-c3ccc(Cl)cc3)c12)c1ccc2c(c1)OCO2	74
O=C(Cc1csc(NC(=O)c2ccco2)n1)NCc1ccc2c(c1)OCO2	56
O=C(CCNC(=O)c1ccccc1Br)N/N=C\c1ccco1	61
O=C(Nc1ccc2c(c1)N(C(=O)C1CCCC1)CC2)c1c(F)cccc1Cl	74
NC(=O)N/C(CSc1ccc(Cl)cc1)=N/O	56
Cc1ccc(-c2ccc(=O)n(CCCNS(=O)(=O)c3ccc4c(c3)OCCO4)n2)cc1	55&67
Cc1ccc(-c2cn3cccnc3n2)cc1NC(=O)Nc1ccccc1	43
O=S(=O)(NCCc1csc2nc(-c3ccccc3F)nn12)c1ccc(Cl)cc1	57
Cc1ccc(NS(=O)(=O)N(C)C)cc1Cl	64
COCC(=O)Nc1ccc(-c2cn3c(C)csc3n2)cc1	57
NC(=O)c1ccc(Oc2cc(Cl)cc(Cl)c2)c([N+](=O)[O-])c1	54
CCOc1cccc2cc(C(=O)Nc3ccccc3)oc12	72
O=c1sc(-c2ccccc2)nc(O)c1Cc1ccccc1	58
O=C1CSC(=NC2CC2)N1Cc1cccs1	60
Cc1ccc(OCC2SCCN2S(=O)(=O)c2cc(Cl)cc(Cl)c2)c([N+](=O)[O-])c1 (stereo unspecified)	52
CC(=O)Nc1ccc(OC(=O)c2cc3cc([N+](=O)[O-])ccc3oc2=O)cc1	57
Cc1cc(C(=O)O)oc(=O)c1	56
CC(=O)c1ccc(C#CCOC(=O)Nc2ccccc2)s1	58
O=c1[nH]c(=S)c2c(n1Cc1ccc(Cl)cc1)CCC2	65
CCOc1ccc(S(=O)(=O)Nc2nc3ccccc3nc2OC(C)C)cc1	66
CC(C)n1nnc2cc(C(=O)Nc3ccc(Cl)cc3)ccc21	49
O=C(COc1ccc(Cl)cc1)Nc1ccc2c(c1)CN(C(=O)c1ccccc1)CC2	63
CC(Oc1ccccc1F)C(=O)NCCCn1ncccc1=O (stereo unspecified)	60
COc1cccc(-c2nnc3ccc(OCCNC(=O)Cc4ccccc4Cl)nn23)c1	68
Cc1nc2ncccc2c(=O)n1-c1cccc(NC(=O)c2ccccc2C(F)(F)F)c1	58
Cc1ccc2ncc(C#N)c(Nc3ccc(C)c(Cl)c3)c2c1	66
O=C(Nc1ccc(Cl)cc1)OCCOCc1c(F)cccc1Cl	57
COc1ccccc1C(=O)COC(=O)CCN1C(=O)c2ccccc2C1=O	61
O=C(COc1ccc(F)cc1)NCCn1ncc2c(=O)n(Cc3ccc(Cl)cc3)cnc21	65
COc1ccc(S(=O)(=O)Nc2cccc(N3CCCC3=O)c2)cc1OC	64
O=C1c2cccc3cc([N+](=O)[O-])cc(c23)C(=O)N1Cc1ccccc1	54
CN(C)c1ccc(C(=O)Nc2nnc(-c3ccc(Br)s3)o2)cc1	67
CCn1cccc(-c2nnc(SCC(=O)c3ccc(Cl)cc3)n2C)c1=O	64
NC(=O)CSc1nccn1Cc1ccc(Cl)cc1	60
CCCN1CCCc2cc(CCNC(=O)C(=O)Nc3cc(C)ccc3OC)ccc21	67
O=S(=O)(NCC1CCN(Cc2ccccc2)CC1)c1ccccc1Cl	78
Nc1ncnc(Nc2cc(C(F)(F)F)ccc2Cl)c1[N+](=O)[O-]	61
CC1C(=O)NCCN1C(=O)c1ccc(-c2ccccc2)cc1 (stereo unspecified)	62
CCc1nnc(NC(=O)c2cc(-c3ccc(Cl)cc3)oc2C)s1	73
NC(=O)/C(=N/O)c1nc(-c2ccc(Cl)cc2)cs1	53
CCS(=O)(=O)N1CCCc2ccc(NS(=O)(=O)c3ccc(F)cc3F)cc21	59
O=C(/C=C/c1cccs1)Nc1ncc(S(=O)(=O)c2ccc([N+](=O)[O-])cc2)s1	40
Cc1ccc(Cl)cc1N1CCN(CC(O)COCC2CC3CCC2C3)CC1 (stereo unspecified)	69
COc1ccc(-c2ccc(=O)n(CCCC(=O)Nc3cc(C)no3)n2)cc1OC	76
O=C(/C=C/c1ccco1)NCCC1=CCCCC1	60
O=C(CC(NCCOCCO)C(=O)O)Nc1ccc(F)cc1 (stereo unspecified)	55
COc1ccc(C)cc1NC(=O)N1CCN(c2cc(Oc3ccc(C)cc3)nc(C)n2)CC1	54
O=C(Nc1ccccc1Sc1ncc([N+](=O)[O-])cc1C(F)(F)F)c1ccc(Cl)cc1	54
O=C(N/N=C\c1ccc(-c2ccc(Cl)cc2)o1)c1ccccc1	73
COc1ccc2nc(-n3nc(C)cc3NC(=O)c3cc(Cl)sc3Cl)sc2c1	63
N#CC(CO)Cc1ccc(N2CCCCC2)c([N+](=O)[O-])c1 (stereo unspecified)	54
Cc1cc(C)cc(NC(=O)Oc2ccccc2N2CCCCC2)c1	61&62
O=C(c1cc(F)ccc1OCc1ccccc1)C1OC1c1ccc2c(c1)OCCCO2 (stereo unspecified)	58
O=C(NCc1cccnc1)c1ccc([N+](=O)[O-])o1	62
Cc1nc(C(F)(F)F)ccc1C(=O)Oc1ccccc1N1CCOCC1	62
O=C(c1cc(Br)cc2c1OCC2)N1CCCCC1	52

Remaining list, next part:
SMILES	RMI-FANCM inh
O=C(CS(=O)(=O)c1ccc(Cl)s1)Nc1ccccc1C(F)(F)F	67
O=C(c1nnn(-c2ccccc2)c1CSc1ncccn1)N1CCOCC1	63
O=S(=O)(CCc1ccccc1)N1CCN(c2ccc3nnc(-c4ccco4)n3n2)CC1	76
COc1ccc(C(CNC(=O)c2ccc(OC)c(OC)c2)N2CCN(C)CC2)cc1 (stereo unspecified)	58
COc1ccccc1Cn1cnc2c([nH]c3ccc(F)cc32)c1=O	89
COc1ccc(S(=O)(=O)Nc2ccc(N3CCCCS3(=O)=O)cc2)cc1F	53
O=C1CC(Nc2ccc3c(c2)OCO3)C(=O)N1C1CCCCC1 (stereo unspecified)	63
CCOc1ccc(-c2noc(C3CC(=O)N(c4cc(Cl)ccc4OC)C3)n2)cc1 (stereo unspecified)	100
O=c1cccnn1CCNS(=O)(=O)c1ccc(Cl)cc1	64
CCOc1ccc(S(=O)(=O)NCCN2CCN(c3ccc(OC)cc3)CC2)cc1C	62
O=C(c1ccccc1)C(C(c1cccs1)N1CCOCC1)N1CCOCC1 (stereo unspecified)	55
Cc1nc(SCC(N)=O)[nH]c(=O)c1C	65
O=c1[nH]c(=S)c2c(n1CC1CCCO1)CCC2 (stereo unspecified)	63
O=C(/C=C/c1ccc(OC(F)(F)F)cc1)NCc1ccco1	56
Cc1ccc(-c2nnc(NC(=O)c3cc(Br)ccc3Cl)s2)cc1	69
CC(CCC(=O)NCC(=O)O)C1CCC2C3C(O)CC4CC(O)CCC4(C)C3CCC12C (stereo unspecified)	53&54
O=C1NC(=O)C(=Cc2nc(-c3ccc(Cl)cc3)n3ccccc23)C(=O)N1	66
Cc1cc(C)c2sc(NC(=O)Cc3cccc4ccccc34)nc2c1	60
CCOC(=O)c1c(NS(=O)(=O)c2cccc3nsnc23)sc(C)c1C	51
CCOC(=O)c1ccc2c(c1)sc(=NC(=O)c1ccnn1C)n2C	64

An excerpt from the list above, for reference:
SMILES	RMI-FANCM inh
O=C(CS(=O)(=O)c1ccc(Cl)s1)Nc1ccccc1C(F)(F)F	67
O=C(c1nnn(-c2ccccc2)c1CSc1ncccn1)N1CCOCC1	63

(listing goes on)
SMILES	RMI-FANCM inh
O=C(NCCc1c[nH]c2ccccc12)C(=O)NCC(c1cccs1)N1CCc2ccccc21 (stereo unspecified)	56
Cc1cccc(S(=O)(=O)Nc2ccc3c(c2)C(=O)N(C)c2cc(C)ccc2O3)c1	64
O=C(NCc1cc(-c2cccs2)on1)c1ccccc1C(F)(F)F	57
CCOC(=O)c1oc(C(=O)OCC)c(O)c1O	64
CS(=O)(=O)c1ccc(Nc2nc(C(=O)Nc3ccc(F)c(Cl)c3)cs2)cc1	94
O=C(NCc1cccs1)c1csc(Nc2ccc(OC(F)F)cc2)n1	68
CCOC(=O)N1CCN(C(=O)CSC2=NS(=O)(=O)c3cc(Cl)ccc3N2)CC1	53
NS(=O)(=O)c1ccc(NC(=O)c2cc(Cl)sc2Cl)cc1	61
CC(=O)Nc1ccc2nc(N)sc2c1	61
CCO/C(C)=C(\C#N)C(N)=S	45
O=C(CCc1ccccc1)NCC(=O)N1CCOC(c2ccccc2)C1 (stereo unspecified)	72
C=CCn1c(SCC(=O)c2ccc(NS(=O)(=O)c3ccccc3)cc2)nnc1-c1cccs1	58
CCCS(=O)(=O)NCCOc1ccc2nnc(-c3ccccc3OC)n2n1	71
CCc1ccc2nc(N(CCN(C)C)C(=O)c3ccc(OC)c(OC)c3)sc2c1	71
CSc1nnc(SCC(N)=S)s1	52
NC(=O)c1ccccc1NC(=O)C1CCN(c2ccc(-c3ccc(F)cc3)nn2)CC1	63
CO/N=C(/C(=O)N[C@@H]1C(=O)N2C(C(=O)O)=C(COC(N)=O)CS[C@H]12)c1ccco1	57
CC(=O)Nc1c(C(=O)Nc2ccc(Cl)cc2)nnn1-c1ccccc1	59
COc1ccccc1OCC(=O)Nc1ncc(Cc2ccc(C)cc2)s1	58
CCOc1ccc(Nc2oc(-c3ccco3)nc2S(=O)(=O)c2ccc(C)cc2)cc1	62
O=C(CCCn1nc(-c2cccs2)ccc1=O)NCc1ccc(F)cc1	71
CCN(c1ccccc1)S(=O)(=O)c1ccc(C(=O)Nc2cc(C)no2)cc1	66
COc1ccc(Cl)cc1C(=O)Nc1ccc(N2CCCCS2(=O)=O)cc1	50
COc1ccccc1CCNC(=O)CSc1ccc(-c2cccs2)nn1	58
Cn1nc(NC(=O)COCC(=O)O)c2c(F)cccc21	59
O=C(Cc1csc2nc(-c3ccc(F)cc3)cn12)NCc1ccccn1	64
C/C(=N/O)C(C)(C)Nc1ccc(Cl)cc1	55
O=C(NCC1CCN(Cc2cccs2)CC1)C(=O)NC1CCCC1	72
COC(=O)C1=C(Nc2ccc(OC(=O)c3cccc(C(F)(F)F)c3)cc2)CSC1	54
CC1C(=O)NCCN1C(=O)c1ccc(Cl)s1 (stereo unspecified)	70
O=C(NCCC1=CCCCC1)C(=O)NCC(c1ccco1)N1CCc2ccccc21 (stereo unspecified)	54
CNC(=S)NNC(=O)c1ccccn1	53
CCOC(=O)c1ccc2nc(NC(=O)c3cc(Cl)ccc3Cl)sc2c1	73
Cc1cc(Sc2nnc(C(F)(F)F)n2C)c([N+](=O)[O-])cc1[N+](=O)[O-]	51
O=C(CSc1ccc(-c2ccco2)nn1)Nc1ccc2c(c1)OCO2	64
Cc1c(C(=O)CSc2n[nH]c(=O)n2-c2cccnc2)sc2ccc(Cl)cc12	64
CCc1cc2c(NCC(=O)O)ncnc2s1	56
C/C(=N/O)c1ccc(Cl)cc1Cl	60
COc1ccc(C)cc1S(=O)(=O)NCCNC(=O)c1ccc(NC(=O)C(C)(C)C)cc1	63
O=C(Nc1ccc(F)cc1F)N1CCCN(c2ccc([N+](=O)[O-])cn2)CC1	52

As a working copy, 19 of the compounds above:
SMILES	RMI-FANCM inh
CCN(c1ccccc1)S(=O)(=O)c1ccc(C(=O)Nc2cc(C)no2)cc1	66
COc1ccc(Cl)cc1C(=O)Nc1ccc(N2CCCCS2(=O)=O)cc1	50
COc1ccccc1CCNC(=O)CSc1ccc(-c2cccs2)nn1	58
Cn1nc(NC(=O)COCC(=O)O)c2c(F)cccc21	59
O=C(Cc1csc2nc(-c3ccc(F)cc3)cn12)NCc1ccccn1	64
C/C(=N/O)C(C)(C)Nc1ccc(Cl)cc1	55
O=C(NCC1CCN(Cc2cccs2)CC1)C(=O)NC1CCCC1	72
COC(=O)C1=C(Nc2ccc(OC(=O)c3cccc(C(F)(F)F)c3)cc2)CSC1	54
CC1C(=O)NCCN1C(=O)c1ccc(Cl)s1 (stereo unspecified)	70
O=C(NCCC1=CCCCC1)C(=O)NCC(c1ccco1)N1CCc2ccccc21 (stereo unspecified)	54
CNC(=S)NNC(=O)c1ccccn1	53
CCOC(=O)c1ccc2nc(NC(=O)c3cc(Cl)ccc3Cl)sc2c1	73
Cc1cc(Sc2nnc(C(F)(F)F)n2C)c([N+](=O)[O-])cc1[N+](=O)[O-]	51
O=C(CSc1ccc(-c2ccco2)nn1)Nc1ccc2c(c1)OCO2	64
Cc1c(C(=O)CSc2n[nH]c(=O)n2-c2cccnc2)sc2ccc(Cl)cc12	64
CCc1cc2c(NCC(=O)O)ncnc2s1	56
C/C(=N/O)c1ccc(Cl)cc1Cl	60
COc1ccc(C)cc1S(=O)(=O)NCCNC(=O)c1ccc(NC(=O)C(C)(C)C)cc1	63
O=C(Nc1ccc(F)cc1F)N1CCCN(c2ccc([N+](=O)[O-])cn2)CC1	52

(listing goes on)
SMILES	RMI-FANCM inh
CC(=O)c1sc(-c2ccsc2)nc1C	54
C=CCN1CCSC1=N	72
CO[C@H]1C=CO[C@@]2(C)Oc3c(C)c(O)c4c(O)c(c5c(nc6cc(C)ccn65)c4c3C2=O)NC(=O)C(C)=CC=C[C@H](C)[C@H](O)[C@@H](C)[C@@H](O)[C@@H](C)[C@H](OC(C)=O)[C@@H]1C	58
Nc1nc2c(s1)CCC2	73
CCOc1ccccc1C(=O)N(CN1CCCC1=O)c1ccc(C)c(Cl)c1	61
CCOC(=O)N1CCN(C(=O)Cn2ccc3c(OC)cccc3c2=O)CC1	59
C=C[C@@](C)(O)CCC1C(=C)C[C@H](OC(C)=O)C2C(C)(C)CCCC12C (stereo partly specified)	65
O=C(CSCCS(=O)(=O)c1ccccc1)NNC(=O)c1ccccc1Cl	53
Cc1ccc(/[N+]([O-])=C/c2ccc(Br)cc2)cc1	61
Fc1ccc2nc(Nc3nnc(-c4cccs4)o3)sc2c1	84
CCOC(=O)c1c(-c2ccccc2Cl)csc1NC(=O)CN1CCN(C)CC1	73
CC(C)(CC(=O)O)CC(=O)NC1CCCCNC1=O (stereo unspecified)	53
O=C(O)c1ccc(S(=O)(=O)N(Cl)Cl)cc1	66
O=C(Nc1cccc(F)c1C(=O)Nc1ccc(F)c(Cl)c1)c1cccs1	62
O=C(/C=C\c1cn(-c2ccccc2)nc1-c1cc2ccccc2o1)N1CCOCC1	58
c1cnc2sc(-n3cccc3)nc2c1	63
C=CCN(C(=O)c1ccccc1Cl)c1ccccc1C(=O)NCC(=O)OCC	64
CCCCCOC(=O)c1ccc(N2C(=O)c3ccc(C(=O)OC)cc3C2=O)cc1	53

From PubChem
